# Screens deposited in PubChem by several laboratories.
# GRK2 aptamer HTS – inhibitors of human GRK2 displacing RNA aptamer; bead flow cytometry, FAM-aptamer displacement from GRK2; inhibition of aptamer binding, % at 10 µM; P25098; 330,000 tested, 0.59% active;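 active means inhibition of aptamer binding above 40%, roughly 3 SD of noise, on plates passing a quality check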;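 further: median bead fluorescence of bound FAM aptamer so fluorescent compounds give negative values; no value below 0 was filed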
# Target sequence (P25098 whole entry, looked up): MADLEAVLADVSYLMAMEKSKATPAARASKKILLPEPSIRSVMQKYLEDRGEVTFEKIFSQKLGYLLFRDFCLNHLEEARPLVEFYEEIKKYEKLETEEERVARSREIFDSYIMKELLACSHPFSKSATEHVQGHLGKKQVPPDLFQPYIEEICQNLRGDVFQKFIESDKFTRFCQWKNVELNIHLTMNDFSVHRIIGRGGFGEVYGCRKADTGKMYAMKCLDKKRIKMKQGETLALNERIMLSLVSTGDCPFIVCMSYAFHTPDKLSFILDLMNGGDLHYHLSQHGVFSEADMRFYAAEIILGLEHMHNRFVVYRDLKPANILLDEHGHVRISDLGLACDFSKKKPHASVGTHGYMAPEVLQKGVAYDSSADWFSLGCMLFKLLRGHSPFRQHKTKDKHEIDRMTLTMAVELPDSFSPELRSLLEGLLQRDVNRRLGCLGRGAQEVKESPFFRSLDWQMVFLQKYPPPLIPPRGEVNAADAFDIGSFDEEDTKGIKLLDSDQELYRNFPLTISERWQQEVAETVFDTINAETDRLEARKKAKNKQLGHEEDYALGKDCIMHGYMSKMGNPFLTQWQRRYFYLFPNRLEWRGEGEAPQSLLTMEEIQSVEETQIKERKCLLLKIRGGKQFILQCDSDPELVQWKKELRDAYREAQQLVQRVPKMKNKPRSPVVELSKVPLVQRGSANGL
# VLA-4 inh – inhibition in a human VLA-4 binding assay; P13612; 330,000 tested, 0.2% active; inhibition, % (about 7 µM as worked out from the volumes in the protocol); VLA-4 expressing cells, ligand binding flow cytometry; in the data active means inhibition above about 50%
# JMJD2C inh – inhibitors of human GASC-1 (JMJD2C) demethylase. GST-JMJD2C(1-420) H3K9me3 demethylation, DELFIA europium. 330,000 tested, 0.069% active. inhibition, % at 2.35 µM. Q9H3R0;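 active means more than half of a compound's replicate wells show inhibition beyond 50%, single wells judged on their own value; inconclusive means some, but no more than half, of replicates pass 50% inhibition; inactive means no replicate passes 50% inhibition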;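 further: signal counts dimethyl H3K9 product captured on neutravidin plate; 0% = median of DMSO wells and 100% = 0.3 times that DMSO median; strong numbers were not always called active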
# Target sequence (Q9H3R0 1-420 limits assumed): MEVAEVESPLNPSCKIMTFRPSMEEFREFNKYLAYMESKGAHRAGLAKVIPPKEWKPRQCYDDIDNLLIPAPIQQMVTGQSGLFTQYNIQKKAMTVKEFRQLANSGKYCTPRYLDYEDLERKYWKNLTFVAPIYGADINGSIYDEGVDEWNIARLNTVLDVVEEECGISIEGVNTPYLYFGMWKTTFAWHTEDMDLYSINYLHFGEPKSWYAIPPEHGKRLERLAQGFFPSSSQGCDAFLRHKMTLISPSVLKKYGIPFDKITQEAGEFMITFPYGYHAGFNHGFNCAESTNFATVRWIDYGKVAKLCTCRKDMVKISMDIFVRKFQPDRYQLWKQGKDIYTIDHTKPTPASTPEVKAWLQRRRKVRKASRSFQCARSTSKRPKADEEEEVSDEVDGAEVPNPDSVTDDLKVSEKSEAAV
# RPL19A TOR yeast – alters RPL19A-GFP fluorescence in TOR pathway yeast screen. S. cerevisiae RPL19A-GFP strain, flow cytometry, 3 h; hits give low values. percent response vs DMSO, % at 10 µM. 330,000 tested, 0.3% active;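 active means percent response vs DMSO below 50%; inconclusive means fewer than 70 events counted for the yeast strain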;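 further: median channel GFP fluorescence of the barcoded RPL19A-GFP strain; ratio of sample median GFP to plate DMSO average so 100% = DMSO; lower means less RPL19A-GFP as with rapamycin TOR inhibition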
# LAP4-GFP MLPCN – yeast TOR pathway LAP4-GFP modulation | AID 2023 | S. cerevisiae LAP4-GFP multiplex, flow cytometry GFP, 3 h; median GFP as percent of DMSO wells | 320,000 tested, 0.34% active | GFP response vs DMSO, % at 10 µM;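 active means GFP response vs DMSO above a set limit, about the screen mean plus 3 SD, cut at about 150% in these data; inconclusive means under 70 cell events counted for the yeast strain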
# CIT2 TOR yeast – alters CIT2-GFP fluorescence in TOR pathway yeast screen; AID 2029; 320,000 tested, 0.065% active; S. cerevisiae CIT2-GFP strain, flow cytometry, 3 h; 100 means same as DMSO wells; GFP response vs DMSO, % at 10 µM;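 active means GFP response relative to DMSO above a set limit, near the screen mean plus 3 SD, cut at about 150% in these data; inconclusive means Fewer than 70 cells measured for a yeast strain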;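 further: ratio of well median GFP fluorescence to mean of DMSO wells on the plate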
# AGP1 TOR yeast – yeast TOR pathway AGP1-GFP modulation; 320,000 tested, 0.02% active; S. cerevisiae AGP1-GFP multiplex flow cytometry, 3 h; GFP as percent of DMSO wells; GFP response vs DMSO, % at 10 µM;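 active means GFP response relative to DMSO above a set limit, near screen average plus 3 SD, cut at about 150% in these data; inconclusive means fewer than 70 cells counted for the yeast strain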;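 further: median GFP channel fluorescence of the gated AGP1 strain per well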
# MEP2-GFP yeast – yeast TOR pathway MEP2-GFP modulation. GFP response vs DMSO, % at 10 µM. AID 2016. S. cerevisiae MEP2-GFP strain, flow cytometry GFP, 3 h; 100% = DMSO control level. 330,000 tested, 0.51% active;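 active means GFP response versus DMSO above a set limit, roughly screen mean plus 3 SD, cut at about 180% in these data; inconclusive means fewer than 70 cells counted for a yeast strain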;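 further: median GFP fluorescence of the barcode-gated MEP2-GFP cells per well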
# * hit, by the source's call; i = inactive; ? = inconclusive; / = not tested or not shown; [ ] = another dose, or the depositor's remark. Hits appear at their usual frequency; 1.7% or so of the library scored in one or more.
SMILES,GRK2 aptamer HTS,VLA-4 inh,JMJD2C inh,RPL19A TOR yeast,LAP4-GFP MLPCN,CIT2 TOR yeast,AGP1 TOR yeast,MEP2-GFP yeast
CCN(CC)c1ccc(/C=N/NC(=O)c2ccc(Br)o2)cc1,0,11,-1,100,94,94,96,102
Cc1cc(C)cc(OCC(=O)N/N=C/c2ccccn2)c1,0,-6,-4,103,107,102,104,107
O=C1CC(N2CCN(c3cccc(C(F)(F)F)c3)CC2)C(=O)N1c1ccccc1 (stereo not drawn),0,8,-11,100,97,96,97,109
CN1CCN(C(=O)c2ccc(Cl)c(S(=O)(=O)N3CCCCCC3)c2)CC1,0,-6,-3,104,97,100,97,108
CCc1c(C)nc2ncnn2c1Nc1ccc(C#N)c(Cl)c1,0,8,0,98,94,102,98,100
Cc1ccc(S(=O)(=O)Nc2ccc(NC(=O)CN3CCCCC3)cc2)cc1,0,7,17,97,98,103,99,102
COC(=O)CSc1nnc(C)n1-c1cccc(OC)c1,0,8,1,99,111,100,104,110
O=C(CCN1C(=O)/C(=C/c2ccccc2)SC1=S)N[C@@H](CO)Cc1ccccc1,1,-2,3,99,98,106,109,105
Cc1ccc(C)c(N2CCN(S(=O)(=O)c3ccc4c(c3)C(C)(C)C(=O)N4C)CC2)c1,0,7,-6,101,110,102,114,113
CCNC(=O)NC(=O)C(C)Sc1nc2ccccc2c(=O)n1-c1cccnc1 (stereo not drawn),0,3,1,107,98,108,103,108
COC(=O)c1[nH]c2cc(OC)ccc2c1NC(=O)CN1CCN(c2cccc(C)c2)C(C)C1 (stereo not drawn),0,-3,-4,101,105,93,104,102
CCCCC1=CC2=CC(=O)C(C)(OC(=O)CC)C(=O)C2=CN1CC(C)C (stereo not drawn),13,22,-2,101,106,82,88,90

# The last six records of the section above lead into the next.
SMILES,GRK2 aptamer HTS,VLA-4 inh,JMJD2C inh,RPL19A TOR yeast,LAP4-GFP MLPCN,CIT2 TOR yeast,AGP1 TOR yeast,MEP2-GFP yeast
COC(=O)CSc1nnc(C)n1-c1cccc(OC)c1,0,8,1,99,111,100,104,110
O=C(CCN1C(=O)/C(=C/c2ccccc2)SC1=S)N[C@@H](CO)Cc1ccccc1,1,-2,3,99,98,106,109,105
Cc1ccc(C)c(N2CCN(S(=O)(=O)c3ccc4c(c3)C(C)(C)C(=O)N4C)CC2)c1,0,7,-6,101,110,102,114,113
CCNC(=O)NC(=O)C(C)Sc1nc2ccccc2c(=O)n1-c1cccnc1 (stereo not drawn),0,3,1,107,98,108,103,108
COC(=O)c1[nH]c2cc(OC)ccc2c1NC(=O)CN1CCN(c2cccc(C)c2)C(C)C1 (stereo not drawn),0,-3,-4,101,105,93,104,102
CCCCC1=CC2=CC(=O)C(C)(OC(=O)CC)C(=O)C2=CN1CC(C)C (stereo not drawn),13,22,-2,101,106,82,88,90
CCOc1ccccc1OCC(=O)Nc1c(C)n(C)n(-c2ccccc2)c1=O,2,-6,-6,100,100,98,106,97
O=C(Nc1ccccn1)C1(c2cccs2)CCOCC1,1,-11,4,95[may fluoresce violet],98[may fluoresce violet],?,17[may fluoresce violet],101[may fluoresce violet]
COc1cc(C(=O)CSc2nnc(-c3ccc(O)cc3)n2CC2CCCO2)ccc1NC(C)=O (stereo not drawn),2,-7,-1,98,93,107,109,105
COc1ccc(CCNS(=O)(=O)CCNC(=O)c2ccc3c(c2)OCO3)cc1,1,17,-4,83,97,83,88,91
CCNc1c(NC(=O)COc2ccc(Cl)cc2)c(=O)oc2ccccc12,4,16,0,97,94,102,96,100
O=C(Nc1ccccc1Oc1ccccc1)c1ccc(Br)o1,2,-12,2,98,96,102,101,111
O=C(CN1CCN(c2ccccc2F)CC1)NCc1ccccc1,0,-1,-11,102,96,99,99,102
Cc1cc2oc(=O)ccc2cc1[N+](=O)[O-],3,4,-10,98,110,87,86,100
COc1cc(NC(=O)C[n+]2ccc(C(=O)c3ccccc3)cc2)cc(OC)c1,0,9,-3,99,103,87,100,97
c1ccc(Nc2cccc(Nc3ccccc3)n2)cc1,0,-24,24,93,96,88,/,89
CN(C)C=Nc1ccc2nc3c(cc2c1)[nH]c1ccccc13,0,-6,8,100,95,97,93,104
CCOCCn1c(=O)c2c(nc3n2CCN3c2ccc(C)cc2)n(C)c1=O,0,0,8,100,99,91,104,94

# Copied from the list.
# Cc1cc2oc(=O)ccc2cc1[N+](=O)[O-] in GRK2 aptamer HTS is listed with 3
# O=C(Nc1ccccn1)C1(c2cccs2)CCOCC1 in RPL19A TOR yeast is listed with 95[may fluoresce violet]

# Returning to the listing, starting two compounds before the break.
SMILES,GRK2 aptamer HTS,VLA-4 inh,JMJD2C inh,RPL19A TOR yeast,LAP4-GFP MLPCN,CIT2 TOR yeast,AGP1 TOR yeast,MEP2-GFP yeast
CN(C)C=Nc1ccc2nc3c(cc2c1)[nH]c1ccccc13,0,-6,8,100,95,97,93,104
CCOCCn1c(=O)c2c(nc3n2CCN3c2ccc(C)cc2)n(C)c1=O,0,0,8,100,99,91,104,94
Cc1ccc2oc(=O)c3cnn(CC(=O)NCCCOC(C)C)c3c2c1,0,6,8,99,95,99,99,96
CCS(=O)(=O)n1nc(-c2ccc(OC)cc2)nc1SC,0,2,-4,89,93,83,83,82
O=C1CNC(=O)/C1=C\N1CCCCC1,4,24,-1,98,96,95,103,101
CC1N(C(=O)N(C)C)CCN1S(=O)(=O)c1ccccc1 (stereo not drawn),1,-11,-9,108,121,111,113,119
CC(=N)c1c(O)c2ccccc2oc1=O,0,-3,-13,97,99,102,96,92
Cc1ccc(S(=O)(=O)N(CC(=O)O)c2ccc(Cl)c(C(F)(F)F)c2)cc1,2,-12,-1,102,112,100,101,102
CC(C)CNS(=O)(=O)c1ccc(S(=O)(=O)NC2CCOC(C)(C)C2)cc1 (stereo not drawn),2,-3,9,99,96,99,104,104
Cc1ccc(CNC(=O)CSCc2ccc(F)cc2)cc1,0,8,59,99,104,99,110,101
CSc1ccc(NC(=O)NCc2cccnc2)cc1,1,1,i,104,97,100,99,103
CCn1c(SCC(=O)Nc2nccs2)nnc1-c1ccc(S(=O)(=O)N2CCCCCC2)cc1,0,4,3,101,101,93,101,92
Cc1ccc(C(C(=O)NCCc2ccccc2)N(C(=O)c2csnn2)C2CC2)o1 (stereo not drawn),0,54*,3,98,104,104,102,139
Cc1ccc(N2C(=O)N(Cc3ccccc3C)c3ccccc3S2(=O)=O)cc1,1,9,-18,98,89,101,100,100
Cc1nc2sccn2c(=O)c1S(=O)(=O)Nc1ccc(N2CCN(C(=O)C(C)C)CC2)cc1,1,4,-2,99,104,102,97,103
Cc1cc2c(=O)n(CC(=O)NCC(=O)Nc3ccc(C(C)C)cc3)cnc2s1,1,2,6,97,93,96,94,104
CC1(c2nnc(Cc3ccccc3)o2)CC(c2cccc(F)c2)=NO1 (stereo not drawn),0,-1,2,101,103,109,86,83
COc1cc(CNCCO)cc(Br)c1OCc1cccs1,0,14,-3,98,101,99,/,100
O=S(=O)(Cc1cc(-c2ccccc2)no1)c1ccccc1,4,11,-2,93,94,88,89,97
CCNC(=S)N/N=C/c1ccc(C(=O)O)cc1,1,-5,5,101,106,97,93,98
O=C(Cc1ccc(F)cc1)Nc1ccc2[nH]ncc2c1,18,9,-14,105,96,104,104,112
COc1cc(/C=C2\SC(=Nc3ccc(F)cc3)N(c3ccc(F)cc3)C2=O)ccc1OCC(=O)O,0,-3,-3,104,103,115,110,107
COc1ccc(NC(=O)c2cccc(S(=O)(=O)N3CCCC3)c2)cc1OC,2,17,2,98,99,96,98,102
CN(CC(=O)Nc1ccc(F)cc1)S(=O)(=O)c1ccc2c(c1)c(=O)n(C)c(=O)n2C,1,1,6,109,107,110,109,107
COc1ccc(CCC(=O)NNC(=O)Nc2cccc(Cl)c2)cc1,1,-3,-2,119,74,79,93,106
OCCc1c[nH]c2cc(F)ccc12,0,-1,2,98,96,98,104,102
NC(=O)c1ccc(NC(=O)COC(=O)CC2CC3CCC2C3)cc1 (stereo not drawn),15,0,3,104,91,100,101,99
CCn1cc(C(=O)O)c(=O)c2cc(S(=O)(=O)N3CCCCCC3)ccc21,0,24,-14,103,95,102,105,96
O=C(CCC1CCCN(C(=O)c2cc3ccccc3o2)C1)NCc1ccc(F)c(F)c1 (stereo not drawn),0,0,-6,95,88,103,95,98
COc1cc2c(cc1OC)C(c1ccccc1Cl)N(C)CC2 (stereo not drawn),0,1,-15,102,96,111,99,112
Cc1cccc(C(=O)OCC(=O)Nc2ccc3c(c2)OCCO3)c1O,0,12,-7,103,110,102,106,110
CCCCNC(=O)N(CC)c1c(N)n(Cc2ccccc2)c(=O)[nH]c1=O,2,-23,-2,99,97,98,104,99
O=S(=O)(Nc1cccc(-c2ccc(N3CCCCCC3)nn2)c1)c1ccccc1Cl,2,11,-3,97,110,101,106,106
CC(SC1CCCC1)C(=O)Nc1ccnn1C(C)C (stereo not drawn),0,21,-3,97,89,/,90,92
COc1cccc(CNC(=O)c2ccccc2N)c1,0,13,-4,102,102,105,/,103
COc1ccc(S(=O)(=O)N/N=C\c2ccc3c(c2)OCO3)c(OC)c1,0,19,4,107,79,87,89,106
Cc1c(Nc2nc(-c3cccc([N+](=O)[O-])c3)cs2)c(=O)n(-c2ccccc2)n1C,2,5,1,105,93,109,100,105
CC(=O)c1c(C)[nH]c(C(=O)OCC(=O)NCCc2ccc(Cl)cc2)c1C,1,-6,12,97,97,96,95,102
CC(=O)Nc1ccc(S(=O)(=O)NNC(=S)NCC2CCCO2)cc1 (stereo not drawn),0,2,-5,110,69,87,88,100
Cc1cc2c(cc1S(=O)(=O)N1CCN(c3ccccc3)CC1)OCC(=O)N2,0,20,41,95,91,92,95,95
CC(=O)Nc1cccc(C(=O)N2CCN(S(=O)(=O)c3ccc4ccccc4c3)CC2)c1,0,38,41,97,100,101,104,97
COC(=O)c1ccc2c(=O)n(CCN3CCOCC3)c(SCC(=O)Nc3cccc(OC)c3)nc2c1,0,10,-4,97,96,101,98,113
CC(C)CCNC(=O)c1cc(-c2cccs2)nc2ccccc12,3,11,9,103,98,99,101,106
CC1O[C@@H](OC2C(O)C(C)O[C@H](OC(=O)[C@]34CCC(C)(C)C[C@H]3C3=CCC5[C@@]6(C)CC(O)C(O[C@@H]7OC(CO)C(O)[C@@H](O)[C@@H]7O)[C@@](C)(C(=O)O)C6CC[C@@]5(C)[C@]3(CO)CC4)C2O[C@H]2OC(C)[C@@H](O[C@@H]3OCC(O[C@@H]4OC(CO)C(O)[C@H](O)C4O)[C@@H](O)[C@@H]3O)[C@H](O)C2O)C(O)C(O)C1O (stereo partly drawn),2,0,/,102,107,109,111,105
COc1ccc(/C=C2\C(=N)N3N=C(CC(=O)N4CCCCC4)SC3=NC2=O)cc1,6,11,-4,97,103,104,103,99
Cc1cc2nc(SCC(=O)Nc3nonc3C)c3c(c2cc1C)CCCC3,4,14,3,99,113,91,93,111
Cc1ccc(OCCNC(=O)CN2C(=O)NC3(CCCC3)C2=O)cc1,0,5,5,108,110,102,108,104
O=C(NNC(=S)Nc1ccc(Br)cc1Cl)c1ccco1,0,1,0,94,103,97,92,107
CC(=O)c1cccc(NC(=O)NCc2ccco2)c1,8,12,-4,98,106,95,103,101
